Compound activity (PubChem BioAssay)
Tn6 DDE FP = inhibitors of Tn6 peptide binding to human fibrin DD(E). Fibrin DD(E) TRITC-Tn6 fluorescence polarization displacement. inhibition, % at 8.3 µM. actives 0.21% (n = 370,000);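 active = inhibition above a per-campaign cutoff: mean of compounds within control limits plus 3 SD, cut at about 15% in these data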;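 also: 0% = median of all compound wells on the plate and 100% = blocking peptide control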
KLK7 zymogen act = proKLK7 (human) activation, primary screen | actives 0.9% (n = 370,000) | P49862 | activation, % at 7 µM | purified proKLK7, EDANS-DABCYL substrate fluorescence; 100% is mature enzyme control, 0% vehicle;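 active = activation above the mean of all tested compounds plus 3 SD, computed per campaign excluding outliers beyond control limits, cut at about 13% in these data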
sPLA2-III inh = Blocks human group III sPLA2 activity; actives 0.56% (n = 370,000); QFRET BODIPY PC-A2 liposome hydrolysis, fluorescence; Q9NZ20; AID 743126; inhibition, % at 12.2 µM;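 active = inhibition above mean plus 3 SD of compounds lying within the high and low control bounds, cut at about 19% in these data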;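 also: 0% = median of test compound wells and 100% = no enzyme DMSO wells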
ARFGAP1 inh = inhibits rat ARF GTPase activating protein 1; actives 0.26% (n = 360,000); Arfgap1-stimulated ARF1 GTP hydrolysis, GDP FP detection; Q62848; inhibition, % at 16.5 µM;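 active = inhibition above a per-plate limit, mean inhibition of low control wells plus 3 SD, cut at about 25% in these data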;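 also: 0% = DMSO wells with enzyme and 100% = wells lacking Arfgap1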
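Material: truncated rat Arfgap1 GAP domain; Incubation: compound-enzyme preincubation 20 min, reaction 120 min, detection 60 min, 25 °C; Read-out: percent inhibition of Arfgap1-stimulated GTP hydrolysis; Technique: FP, GDP Alexa 633 tracer displaced from anti-GDP antibody, 620/688 nm; Controls: No-Arfgap1 wells (100%) versus DMSO full-reaction wells (0%); Replication: single well per compound.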
UHRF1 binding = human UHRF1 methylated DNA binding inhibitors; Q96T88; UHRF1 binding to methylated oligo, TR-FRET; inhibition, % at 4.4 µM; actives 0.75% (n = 370,000); AID 687016; in the data active = inhibition above about 21%;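 also: UHRF1 SRA domain binding a hemimethylated CpG hairpin DNA probe; 0% = median of test compound wells and 100% = reference inhibitor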
DDE Tn7 FP inh = inhibitors of Tn7 peptide binding to human fibrin DD(E); AID 720508; actives 0.13% (n = 370,000); inhibition, % at 8.3 µM; FP displacement of FITC-Tn7 peptide from fibrin DD(E); 0% = median of compound wells per plate;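 active = inhibition above the mean of compounds falling within the control limits plus 3 SD of them, cut at about 14% in these data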;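 also: 0% = plate median of compound wells and 100% = 10 µM Aha-Tn7 peptide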
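Test system – human fibrin DD(E) · Times – 10 min preincubation, 3 h with tracer, room temperature · Detection – fluorescence polarization of the labelled Tn7 tracer · Measure – percent inhibition normalized to high-control wells · Benchmarks – high control wells with 10 µM unlabelled Aha-Tn7 peptide (full inhibition) · Repeats – singlicate testing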
ASAP1 inh = inhibitors of human ASAP1 ArfGAP activity; ASAP1-stimulated ARF1 GTP hydrolysis, GDP FP detection; inhibition, % at 16.5 µM; actives 0.19% (n = 360,000); AID 624377; Q9ULH1; in the data active = inhibition above about 25%;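 also: 0% = vehicle with enzyme and substrate and 100% = no enzyme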
Target sequence (Q9ULH1 325-724 limits assumed): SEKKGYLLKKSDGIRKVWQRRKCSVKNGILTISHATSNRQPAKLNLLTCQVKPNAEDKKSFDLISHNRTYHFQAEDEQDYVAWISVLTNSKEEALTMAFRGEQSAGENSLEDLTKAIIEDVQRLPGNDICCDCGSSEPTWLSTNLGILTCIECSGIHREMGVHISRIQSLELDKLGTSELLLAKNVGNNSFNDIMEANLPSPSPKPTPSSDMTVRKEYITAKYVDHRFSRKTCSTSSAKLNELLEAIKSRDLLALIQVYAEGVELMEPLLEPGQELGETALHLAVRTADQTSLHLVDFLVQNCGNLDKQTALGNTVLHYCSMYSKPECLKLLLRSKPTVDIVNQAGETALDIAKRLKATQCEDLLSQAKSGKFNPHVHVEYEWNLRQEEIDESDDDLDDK
Rev-erbA mod = modulators of human Rev-erb alpha DNA binding; activity, % at 10 µM; Rev-erbα–FITC-DNA binding, fluorescence polarization, 90 min; actives 0.79% (n = 370,000); AID 1259318; P20393;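 active = activity above about 14%, limit read from the data; passing the limit was not always enough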;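 also: 0% = DMSO wells with 35 nM protein and 100% = DMSO wells with 750 nM protein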
Target sequence (P20393 whole entry, looked up): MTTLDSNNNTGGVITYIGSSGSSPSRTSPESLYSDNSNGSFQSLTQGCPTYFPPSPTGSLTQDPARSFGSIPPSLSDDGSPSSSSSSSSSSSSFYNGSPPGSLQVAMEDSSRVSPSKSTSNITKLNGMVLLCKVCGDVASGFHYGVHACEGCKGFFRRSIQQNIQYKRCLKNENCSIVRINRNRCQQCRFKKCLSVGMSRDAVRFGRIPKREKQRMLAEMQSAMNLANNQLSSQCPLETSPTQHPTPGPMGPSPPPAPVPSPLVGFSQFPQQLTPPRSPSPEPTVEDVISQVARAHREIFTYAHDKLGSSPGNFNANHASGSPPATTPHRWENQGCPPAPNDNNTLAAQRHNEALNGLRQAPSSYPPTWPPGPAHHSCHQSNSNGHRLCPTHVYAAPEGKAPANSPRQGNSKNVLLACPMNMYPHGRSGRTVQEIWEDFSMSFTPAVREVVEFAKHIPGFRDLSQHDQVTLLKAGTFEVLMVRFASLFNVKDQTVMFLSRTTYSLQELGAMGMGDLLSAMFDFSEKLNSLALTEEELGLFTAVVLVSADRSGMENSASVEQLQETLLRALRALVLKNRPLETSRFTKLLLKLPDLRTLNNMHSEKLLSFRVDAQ
PLCb3 inh = blocks human PLC-beta3 enzyme activity; Q01970; Purified PLC-beta3, fluorogenic substrate, fluorescence; inhibition, % at 12.2 µM; actives 0.18% (n = 370,000); in the data active = inhibition above about 11%;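 also: 0% = median of compound wells on plate and 100% = full blocker control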
PLCg1 inh = blocks human PLC-gamma1 enzyme activity | purified PLC-gamma1, fluorogenic substrate, fluorescence | inhibition, % at 12.2 µM | actives 0.84% (n = 370,000) | AID 720700; in the data active = inhibition above about 9.5%
Numbers without * were called inactive; nt = not tested or not shown.

SMILES	Tn6 DDE FP	KLK7 zymogen act	sPLA2-III inh	ARFGAP1 inh	UHRF1 binding	DDE Tn7 FP inh	ASAP1 inh	Rev-erbA mod	PLCb3 inh	PLCg1 inh
O=C1CCCc2c1cc(-c1ccccc1)n2-c1ccc(O)cc1	3	-0.3	-19	-13	-1	-4	-1	3	-3	-2
CCOC(=O)N/N=C(/C)c1cccc(-n2cnnn2)c1	2	-0.7	-1	-8	-2	5	2	-3	-2	-3
Cc1ccc(OCCSc2nc3ccccc3n2CC(=O)O)cc1	-3	-0.1	-4	5	-1	-2	-6	-3	-7	2
COc1cc([N+](=O)[O-])ccc1-c1ccc(/C=C2\C(=O)ON=C2c2ccccc2)o1	-1	0.3	3	0	-4	6	11	0	-21	-10
CCCC#Cc1ccc(CC[C@H]2O[C@H]3CC[C@@H](CO)O[C@H]3C[C@H]2NC(=O)CN2CCOCC2)cc1	0	0.5	-4	nt	7	-1	nt	-2	1	1
CC(C)[C@H]1/C(=C/C2CC2)N2C(=O)C[C@@H](c3ccccc3)N=C2N1Cc1ccc2c(c1)OCO2	-7	-0.1	2	nt	-1	-3	nt	11	-4	-3
CCOC(=O)C(C)Oc1cccc2c(=O)n(CC(=O)NCc3ccc4c(c3)OCO4)ccc12 (stereo not given)	-3	0.3	0	-4	-2	0	17	-3	-1	-1
CCC(=O)N1CCc2cc(Br)cc(S(=O)(=O)NCCN3CCCCC3C)c21 (stereo not given)	-5	0.3	3	9	-1	4	1	3	1	-1
Cc1ccc(NC(=O)CCn2c(=O)[nH]c3ccsc3c2=O)cc1F	0	0.3	4	4	0	5	-3	2	-5	3
CC(C)N1CCC(N2CCN(Cc3ccc(C#CC(C)(C)O)s3)CC2CCO)CC1 (stereo not given)	3	-0.3	1	10	-1	-8	-5	5	-1	-5
O=S(=O)(Nc1cccc(S(=O)(=O)N2CCCC2)c1)c1cccc(Br)c1	-2	0.3	-21	-2	-1	2	-15	6	-13	0
CC(=O)[C@@]1(O)CCC2C3CC[C@H]4C[C@@H](O)CC[C@]4(C)C3CC[C@@]21C (stereo not given in full)	-1	-0.2	1	-2	0	-2	-7	0	3	6
Cc1nn(CC(=O)NC(C)c2ccccc2)c(C)c1[N+](=O)[O-] (stereo not given)	-6	-0.3	6	-19	2	-7	-5	0	3	6
CCCC(=O)Nc1ccc(NC(=O)C2CC2)cn1	2	0.4	4	10	5	0	11	-1	-5	-2
COc1cccc(C(C(=O)NC(C)(C)C)N(C(=O)CCC(=O)Nc2cc(C)on2)C(C)C)c1OC (stereo not given)	3	-0.2	-2	-2	0	-2	-6	-1	3	2
O=C1Nc2ccccc2N(O)N1c1cc(-c2ccccc2)[nH]n1	5	-0.4	3	1	-3	1	3	-2	-1	-1
O=C1c2ccccc2C(=O)N1CN(C(=O)c1ccccc1)c1ccc(O)cc1	6	-0.1	-2	-6	-1	6	-10	2	-4	0
COc1ccc2c(c1)C(C)=CC(C)(C)N2C(=O)CSc1nnc(-c2ccc(C)cc2)o1	2	-1.5	-6	-11	-3	5	-2	5	-15	-12
COc1ccc(S(=O)(=O)Nc2cccc(-c3ccc4nncn4n3)c2)c(OC)c1	4	-0.1	-8	14	-4	2	15	2	-2	1
CSc1nc2ccc(NC(=O)C3CC(=O)N(Cc4ccco4)C3)cc2s1 (stereo not given)	-1	1.0	-14	10	0	-8	5	8	0	-1
Cn1c(=O)c(C(=O)COc2ccc(C#N)cc2)c(N)n(Cc2ccccc2)c1=O	11	0.3	-5	-1	-1	-1	3	-4	5	1
COc1ccc(NC(=O)C(NC(C)=O)C(=O)NCc2ccccc2)cc1 (stereo not given)	-1	0.0	-1	-8	-1	3	-3	2	0	-1
O=c1/c(=C/c2ccccn2)sc2n1CN(c1ccccc1)CN=2	3	0.5	5	13	-3	-3	-8	0	-1	0
Cc1cccc(Nc2nc(NCc3ccco3)nc(N3CCOCC3)n2)c1	-2	0.4	-14	3	-1	2	10	2	2	4
CCCCn1cnc2sc(-c3ccccc3)cc2c1=O	-2	0.5	-2	-3	1	0	3	-4	3	1
CC(C)c1ccc(/C=N/NC(=O)c2ccccn2)cc1	4	0.3	-4	-9	-2	-7	5	-5	-2	4
O=C1C=C(NCc2ccccc2)C2(CCCCC2)O1	6	0.0	4	4	2	0	10	-2	0	0
C=CCN=C1NC(c2ccc(C(F)(F)F)cc2)C(C(=O)OC)=C(C)N1C (stereo not given)	-2	0.6	14	-8	2	6	-13	-2	-2	-2
CC(C)C[C@H]1CN([C@@H](CC(C)C)CN2CCC[C@H]2CN2C(=O)C(=O)NC[C@@H]2Cc2ccccc2)C(=O)C(=O)N1CCc1ccccc1	3	0.6	3	-4	3	1	-1	-2	1	2
O=C(NCc1ccco1)c1ccc2c(=O)n(-c3ccccc3)c(=S)[nH]c2c1	0	-1.0	7	15	3	-2	16	9	-1	3
O=C(OCc1ccccc1)N1Cc2ccnnc2CC1c1ccccc1-c1ccc(C(F)(F)F)cc1 (stereo not given)	-1	-0.6	-5	10	-2	-5	-10	4	-1	4
CC(C)Oc1cccc(-c2n[nH]c(=S)n2N=Cc2ccc(O)cc2O)c1	1	-0.3	5	nt	-1	0	nt	0	-18	-13
Cc1n[nH]c(C)c1NC(=O)c1cc([N+](=O)[O-])ccc1Cl	-3	-0.1	-1	7	-3	2	0	-1	1	2
Cc1cc(C)nc(/N=C(\NC(=O)C(C)(C)C)Nc2ccc(F)cc2)n1	6	0.0	15	2	5	5	-1	-5	-7	-2
O=C(CO/N=C/c1ccccc1OC(F)F)NC1CCCC1	4	0.5	7	-7	5	-2	-7	3	0	0
COc1ccc(NS(=O)(=O)c2c(C)[nH]c(=O)[nH]c2=O)c(OC)c1	3	0.3	3	2	1	-3	0	3	7	9

Single entries from the entries so far.
Cc1cc(C)nc(/N=C(\NC(=O)C(C)(C)C)Nc2ccc(F)cc2)n1 – PLCb3 inh: -7
O=C(CO/N=C/c1ccccc1OC(F)F)NC1CCCC1 – Tn6 DDE FP: 4

Further structures:
SMILES	Tn6 DDE FP	KLK7 zymogen act	sPLA2-III inh	ARFGAP1 inh	UHRF1 binding	DDE Tn7 FP inh	ASAP1 inh	Rev-erbA mod	PLCb3 inh	PLCg1 inh
CCSc1ccccc1C(=O)Nc1ccc(S(=O)(=O)NC(C)=O)cc1	-4	-0.2	2	-5	2	5	8	-6	-4	1
Cc1ccc(C)c(CN2CCSCC2)c1	0	-0.1	4	3	0	10	-7	1	-4	1
COc1ccc(-c2noc(CCC(=O)N3CCN(c4ccccc4C(F)(F)F)CC3)n2)cc1	1	0.6	-12	10	1	-11	23	1	-8	-1
CCCCC1=CC2=C(c3ccco3)C(=O)C(C)(OC(=O)c3ccc(OC)cc3)C(=O)C2=CN1CCc1ccccn1 (stereo not given)	7	1.9	-6	-8	6	9	-10	-1	-168	-131
Cc1cc(C(=O)OCC(=O)Nc2cc(Cl)ccc2C)c(C)o1	-4	-0.1	-6	2	0	-10	-3	-10	-2	1
Cc1ccc(C(=O)CCC2CCCC2=O)cc1 (stereo not given)	7	0.1	0	0	-1	2	-3	-4	-3	-1
CN=C1S/C(=C\c2ccc(OCC(=O)OC)c(OC)c2)C(=O)N1C	-6	0.7	0	-1	-1	-1	3	4	-5	-1
CCC(=O)N1CCc2cc(Br)c(S(=O)(=O)NCc3ccccc3OC)cc21	4	0.0	5	nt	1	7	nt	0	0	-2
Cc1ccc(N(CC(=O)N2CCN(c3ccc(F)cc3)CC2)S(=O)(=O)c2c(C)nn(C)c2C)cc1	8	-0.1	3	1	-1	4	-2	-1	-1	-1
COc1ccc(N(Cc2ccccc2)C(=O)OC(C)(C)C)c(C(=O)N(C)OC)c1	3	1.0	-1	13	-2	1	3	7	5	4
O=C(c1cccs1)N(Cc1cccc(F)c1)C1CCS(=O)(=O)C1 (stereo not given)	-4	0.2	2	1	13	-6	-2	3	-5	-1
O=C(NC1=NCCS1)c1ccccc1	-6	-0.4	3	-4	4	-8	-7	8	-1	5
CCn1cc(C(=O)Nn2cnnc2)c(=O)c2ccc(C)nc21	2	-0.1	8	-1	1	4	-9	-1	-4	3
CN(CC(=O)Nc1cccc(F)c1)C(=O)c1ccncc1	-1	-0.1	1	-7	-2	2	-8	1	-3	2
Clc1nc(-c2ccccc2)c2ccccc2n1	11	0.6	-2	4	0	3	-7	-1	-33	-21
CCOC(=O)N1CCN(S(=O)(=O)c2ccc(C(=O)Nc3nnc(C)o3)cc2)CC1	-3	0.2	4	-1	3	0	-6	-7	5	2
O=C(NCc1ccco1)c1ccc2c(=O)n(Cc3ccco3)c(SCC(=O)N3CCCC3)nc2c1	-6	-0.4	-4	5	5	-4	-2	-9	-5	-3
COC(=O)C[C@H]1C=C[C@@H](NS(=O)(=O)c2ccc(C)cc2)[C@@H](CO)O1	-8	0.2	11	-5	6	2	-12	-6	-1	2
CC1(C(=O)Nc2ccc3c(c2)OCCO3)CSCC(=O)N1C1CCN(Cc2ccccc2)CC1 (stereo not given)	-2	0.3	0	8	4	1	7	-4	-6	1
COc1ccc(-c2cc(C(=O)OCC(=O)Nc3cc(C)on3)c3ccccc3n2)cc1OC	-6	-0.1	10	10	4	3	-15	21*	-19	-12
O=C(Nc1ccon1)c1ccccc1Cl	-9	0.2	8	12	5	-1	-5	-2	2	2
O=C1NC2(CCc3ccccc3C2)C(=O)N1CCOc1cccc(Cl)c1 (stereo not given)	1	1.1	-2	0	10	6	0	-5	-1	0
c1ccc(-c2ncnc3cc4n(c23)CCC4)cc1	1	0.2	5	9	3	4	4	12	-80	-69
O=C(CN1C(=O)COc2ccc(Cl)cc21)Nc1ccc(N2CCOCC2)cc1	0	0.5	-2	-3	-1	2	-13	2	-4	0
O=C1C2CC(O)CN2C(=S)N1Cc1ccccc1 (stereo not given)	3	0.1	-41	-5	-3	-3	-8	0	-8	-7
O=C(C1CC1)N1CCN(c2ccc([N+](=O)[O-])cc2)CC1	-3	-0.1	-1	-2	-6	1	-17	14	-2	3
O=C(NCCc1ccccc1)C1CCCN1C(=O)Nc1cccc(Cl)c1 (stereo not given)	2	0.1	-1	4	-1	-3	-8	4	-1	4
CC1CN(C(=O)Nc2ccc3c(c2)OCO3)CC(C)O1 (stereo not given)	-4	0.3	6	4	0	-13	11	-1	2	0
Cc1nn(Cc2ccc(F)cc2)c(C)c1NC(=O)c1cnn2cccnc12	-6	-0.6	14	3	2	-4	-10	-1	2	7

Rows are unselected; about 4.5% have a hit in one of these screens.
